# Screening results (PubChem BioAssay)
# SR-BI HDL uptake: mouse SR-BI HDL lipid transfer inhibition | inhibition, % at 12.5 µM | hit rate 0.96% among 320,000 | AID 488896 | ldlA[mSR-BI] CHO cells, DiI-HDL uptake fluorescence, 3 h | Q61009;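 active = mean replicate inhibition of at least 70% and a set share of replicates each scoring 70 or more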;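 also: 0% = median of neutral control wells and 100% = median of positive control wells; values of inactives mirror those of a sister screen read the other way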
# Target sequence (Q61009 whole entry, looked up): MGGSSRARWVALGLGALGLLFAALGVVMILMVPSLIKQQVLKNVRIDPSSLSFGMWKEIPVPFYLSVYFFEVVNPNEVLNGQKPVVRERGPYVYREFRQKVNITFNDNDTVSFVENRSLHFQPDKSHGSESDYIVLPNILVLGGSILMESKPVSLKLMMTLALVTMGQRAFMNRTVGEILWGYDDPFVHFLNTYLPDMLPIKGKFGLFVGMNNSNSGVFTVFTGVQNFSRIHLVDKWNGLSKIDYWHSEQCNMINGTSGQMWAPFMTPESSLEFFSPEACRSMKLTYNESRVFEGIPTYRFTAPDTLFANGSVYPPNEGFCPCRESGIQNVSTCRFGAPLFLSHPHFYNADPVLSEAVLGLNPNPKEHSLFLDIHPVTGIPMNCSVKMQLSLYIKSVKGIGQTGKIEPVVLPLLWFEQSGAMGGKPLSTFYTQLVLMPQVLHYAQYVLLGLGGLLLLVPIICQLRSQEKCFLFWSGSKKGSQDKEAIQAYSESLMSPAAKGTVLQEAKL
# HTR5A ag ctr: HTR5A agonism, opioid heterodimer counter-screen | P47898 | HTR5A agonist assay, luminescence, cell-based | activation, % at 9.3 µM | hit rate 0.61% among 340,000; in the data active = activation mostly above about 9.5%, no sharp cut-off; inactive = mostly below about 7.6%;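 also: 0% = cells with vehicle only and 100% = reference agonist; strong numbers were not always called active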
# Target sequence (P47898 whole entry, looked up): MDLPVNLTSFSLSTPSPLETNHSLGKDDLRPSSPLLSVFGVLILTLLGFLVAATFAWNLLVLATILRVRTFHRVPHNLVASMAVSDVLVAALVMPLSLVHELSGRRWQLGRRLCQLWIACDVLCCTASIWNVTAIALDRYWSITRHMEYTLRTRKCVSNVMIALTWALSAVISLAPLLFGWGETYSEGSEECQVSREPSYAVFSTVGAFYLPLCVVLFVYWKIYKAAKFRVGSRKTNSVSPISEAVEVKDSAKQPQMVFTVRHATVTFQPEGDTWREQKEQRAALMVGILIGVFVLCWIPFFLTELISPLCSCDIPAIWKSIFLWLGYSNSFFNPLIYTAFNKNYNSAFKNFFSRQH
# Rtt109 Vps75: C. albicans Rtt109 histone acetyltransferase inhibition. hit rate 0.16% among 330,000. inhibition, % at 34.9 µM. purified Rtt109/Vps75, ThioGlo CoA-SH fluorescence, 4 h;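 active = inhibition of at least 50% in every replicate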
# dFosB act: mouse delta FosB homodimer activation; purified delta FosB, TAMRA-CDK5 oligo fluorescence polarization; percent of positive-control signal above neutral wells; hit rate 0.99% among 340,000; AID 493131; activation, % at 25 µM;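 active = mean activation above about 17%, with every replicate also reaching it, limit read from the data, passing the limit was not always enough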;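 also: fluorescence polarization rise as delta FosB binds a TAMRA Cdk5 AP-1 oligo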
# SR-BI DiI-HDL act: SR-BI HDL lipid transfer activation. CHO ldlA[mSR-BI] cells, DiI-HDL uptake fluorescence, 3 h; 100 = double the neutral-control signal. activation, % at 12.5 µM. hit rate 0.096% among 320,000. AID 504775;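 active = mean replicate activation of at least 60% and every replicate at or above 60%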;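 also: 0% = median plate neutral-control signal and 100% = twice that signal; values of inactives mirror those of a sister screen read the other way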
#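 material = CHO ldlA[mSR-BI] cells | medium = Ham's F12 with 0.5% BSA, HEPES 25 mM, pH 7.4 | reagent = fluorescent DiI-HDL, 10 µg/mL final | compound dosing = single-point compound dose | incubation = 3 h, 37 °C | measured by = bottom-read fluorescence, 550/595 nm | measure = HDL uptake via cellular fluorescence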
# Wnt bcat act: Wnt/beta-catenin pathway activation; Wnt/beta-catenin reporter cell assay, activator, plate reader; hit rate 1.2% among 300,000; activation, % at 9.35 µM; in the data active = activation above about 30%, passing the limit was not always enough;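 also: 0% = neutral control wells and 100% = positive control wells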
# CDK5 inh: CDK5/p35 (human) kinase inhibition; hit rate 0.01% among 330,000; Recombinant CDK5/p35, ADP-Glo luminescence, 60 min; inhibition, % at 10 µM;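 active = highest replicate inhibition of at least 50% and at least 75% of replicates reaching 50%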;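 also: plate controls were DMSO neutral control for no effect and GW8510 at 10 µM for full effect; many of its hits are not listed in these tables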
# MITF act: MITF TRPM1 promoter activation in melanoma cells; activation, % at 12.5 µM; hit rate 0.75% among 300,000; SK-MEL-5 TRPM1-promoter luciferase, 24 h; % of positive control, neutral wells = 0; AID 588334;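 active = mean activation of at least 80% with every replicate also reaching 80%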;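 also: 0% = neutral control wells and 100% = parthenolide positive control wells; values of inactives mirror those of a sister screen read the other way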
# cardiac RTF act: increases calcium sensitivity of human cardiac regulated thin filaments | P19429+P45379 | IANBD-labeled TnC RTF fluorescence at EC20 calcium; 0% EC20 calcium, 100% full calcium | activation, % at 7.2 µM | hit rate 0.24% among 340,000 | AID 493008;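 active = activation above the mean over all tested compounds plus 3 SD, cut at about 30% in these data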;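 also: rise in fluorescence read as greater calcium sensitivity of cardiac thin filaments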
# PvdQ inh: blocks Pseudomonas aeruginosa PvdQ acylase activity | purified PvdQ acylase, fluorescence plate reader | inhibition, % at 10 µM | hit rate 0.063% among 340,000; in the data active = inhibition above about 30%, passing the limit was not always enough;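 also: 0% = vehicle neutral wells and 100% = reference inhibitor wells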
# The depositor's hits bear a star; nt = no result given; & = joins results of further samples.
Molecule	SR-BI HDL uptake	HTR5A ag ctr	Rtt109 Vps75	dFosB act	SR-BI DiI-HDL act	Wnt bcat act	CDK5 inh	MITF act	cardiac RTF act	PvdQ inh
CCOc1cc(OCC)cc(C(=O)NC(=S)Nc2cccc(C(F)(F)F)c2)c1	-27	-8	4	-14	27	nt	-0.8	-2	-1	-7
c1cc2c(cc1Oc1nc(N3CCOCC3)nc(N3CCOCC3)n1)OCO2	-24	3	-2	-6	24	0	0.3	nt	4	-8
Cc1cccc(N(CC(=O)NC2CC2)S(=O)(=O)c2ccc(Cl)cc2)c1	-2	3	-5	-1	2	1	-0.4	-1	-3	-14
CCSC1=NCCN1S(=O)(=O)c1ccc(F)cc1	-13	3	-3	4	13	-2	0.4	-1	2	-1
O=C(Nc1ccc(S(=O)(=O)N2CCOCC2)cc1)c1ccc(Cl)cc1Cl	10	-4	5	-11	-10	6	0.2	36	-7	12
Cc1ccc(C2=Nc3ccccc3N(C(=O)c3ccccc3)C(C)C2)cc1 (stereo unspecified)	-28	4	2	0	28	-9	2.0	-10	-3	0
CC1(C)CC(=O)C2=C(C1)N=C1SCCC(=O)N1C2c1cccc([N+](=O)[O-])c1 (stereo unspecified)	34	-3	-2	-7	-34	-1	-0.8	5	3	-11
O=C(Cn1nc(-c2ccc(F)cc2)ccc1=O)Nc1ccc(C(=O)NC2CC2)cc1	-3	6	-5	5	3	nt	0.3	5	-6	-19
COc1cccc(N/C=C/C(=O)c2ccc(Cl)cc2)c1	14	0	-1	2	-14	16	0.4	29	-11	-4
CCn1c(CNC(=O)c2cccc(C)c2)nnc1SCC(=O)NC1CCCC1	nt	1	5	1	nt	-4	0.3	-6	-2	8
Cn1nnc(C(O)CNCc2cccs2)n1 (stereo unspecified)	6	-2	nt	0	-6	-5	-0.3	nt	-3	-13
CS(=O)(=O)Nc1ccc(C(=O)NCCSCc2c(F)cccc2Cl)cc1	11	4	2	-11	-11	-1	0.7	3	-1	-17
CCOC(=O)CN(C(=O)CSc1nnc(-c2ccncc2)n1CCCN(C)C)c1ccccc1	-26	-1	-7	3	26	36*	-2.0	nt	6	-4
CCCCN1C[C@H](C)[C@@H](CC(=O)NCc2ccccc2)C1=O	-4	10	-8	-2	4	-1	0.3	-3	1	-17
CCCOc1cccc(-c2cc(C(=O)NNC(=S)NCC)c3ccccc3n2)c1	53	-4	13	-22	-53	nt	-3.3	25	2	-8
Cc1ccc(CN(C(=O)c2ccco2)C(C(=O)NC2CCCC2)c2ccc(N3CCOCC3)cc2)cc1 (stereo unspecified)	-22	0	3	-8	22	-1	0.7	-9	-1	5
COC(=O)c1ccc(NCN2C(=O)C3C4CCC(C4)C3C2=O)cc1 (stereo unspecified)	7	6	-8	1	-7	-4	1.6	-6	-2	-11
COc1cccc(C(=O)Nc2ccc3[nH]ncc3c2)c1	18	2	11	-9	-18	8	1.2	41	3	-1
COc1ccccc1NC(=O)c1c([N+](=O)[O-])cnn1C	nt	9	1	-6	nt	-1	-1.4	-9	1	-12
COc1ccc(CCNc2oc(COc3ccccc3Cl)nc2C#N)cc1OC	18	9	-2	-3	-18	-5	0.7	2	5	-14
Cc1nsc2c1ccc1ccccc12	-12	0	-4	4	12	5	2.0	-2	-4	7
N#Cc1ccc(NC(=O)c2cc(=O)c3ccccc3o2)cc1	4	-1	2	-5	-4	-1	1.6	12	5	-20
Cc1onc(-c2ccccc2Cl)c1C(=O)N1CCC(Cc2ccccc2)CC1	5	-2	26	-9	-5	-4	1.5	-11	0	-2
S=C(NCCc1ccccc1)Nc1ccc(Cl)cc1	25	3	-8	1	-25	-2	-0.1	23	0	-14
CCN1C(=O)c2ccccc2S(=O)c2ccc(C(=O)N3CCOCC3)cc21 (stereo unspecified)	nt	4	-1	-3	nt	0	-1.9	0	-3	-11
CCN1C(=O)N(CC)C2NC(=S)NC21 (stereo unspecified)	-14	-3	-10	-5	14	nt	-0.6	-9	-5	-13
O=C(Nc1cccc([N+](=O)[O-])c1)c1ccncc1	-15	-2	3	-8	15	nt	1.2	-19	5	1
Nc1nc(SCC(=O)N2CCCc3ccccc32)[nH]c(=O)c1-c1ccccc1	2	1	7	-4	-2	3	-1.8	-3	-4	-11
CCOc1cccc(NCc2cc3c(C(C)(C)C)nn(-c4ccccc4)c3[nH]c2=O)c1	14	6	nt	-12	-14	-1	-2.2	-7	-2	9
O=C(Nc1ccc(CN2CCOCC2)cc1)c1ccc(-c2ccc(Br)cc2)o1	nt	7	6	-25	nt	-1	0.7	2	9	-6
CC(C)(C)NC(=O)Nc1cccc(Cl)c1Cl	2	-4	0	1	-2	-5	-3.4	5	0	-5
Fc1ccccc1C1CCN(Cc2nc(CC3CC3)no2)C1 (stereo unspecified)	-4	1	-6	-1	4	44*	-2.1	45	2	-13
CN(C)CCCN(C(=O)c1ccc(S(=O)(=O)N2CCCC2)cc1)c1nc2ccc(Br)cc2s1	7	2	1	-23	-7	8	0.4	-82	-2	-13
COc1ccc(C(=O)NCCc2nnc(SCc3nc4ccccc4c(=O)[nH]3)n2C)cc1	-7	0	0	2	7	nt	-0.4	-14	2	-12
N#CC1=C(S)N=C(N)C(c2nc(-c3ccccc3)cs2)C12CCCC2 (stereo unspecified)	8	-2	8	-15	-8	nt	1.4	-7	3	-39
CCOc1cc(C(=O)NC)cc(OCC)c1OCC	8	-1	7	5	-8	nt	0.1	-11	-3	3
COc1ccc(-c2cc(-c3ccccc3)c(C#N)c(SCC(=O)Nc3ncc(C)s3)n2)cc1	65	-3	-6	5	-65	-7	0.2	-12	1	-2
Cc1cc(C(F)(F)F)nc(SCC(=O)NC2=NC(=O)C(C)S2)n1 (stereo unspecified)	-25	-2	nt	6	25	nt	-0.4	-5	3	-8
CCN(CC)CCn1c2ccc(Cl)cc2c2nc(C)sc21	42	3	0	10	-42	1	0.0	-2	2	-7
CN(Cc1ccc(C(C)(C)C)cc1)C(=O)Cc1ccc(S(=O)(=O)N2CCOCC2)s1	nt	-5	1	-3	nt	-5	0.5	0	7	-7
CCn1c(COc2ccc(Cl)cc2)nnc1SCC(=O)Nc1ccc2c(c1)OCO2	-22	6	1	6	22	nt	-0.8	-9	-1	-7
COc1ccc(-n2c(-c3ccc(Cl)cc3)c[nH]c2=S)cc1	-6	-11	3	8	6	0	5.9	2	8	-11
Cc1cc(/C=N/n2cnnc2)c(C)n1-c1ccc(OCc2ccc(F)cc2)cc1	41	4	10	-14	-41	1	-1.4	-25	-7	-9
COc1ccc2nc(C)cc(SCC(=O)O)c2c1	6&-3	0&3	3&-20	-3&-1	-6&3	7	-2.9&-1.5	0&8	4&-8	-4&-7
CCCCCCC(=O)Nc1ccc(C(=O)N2CCCC2)cc1	-14	12	-3	-6	14	nt	-0.3	-4	0	-9
O=[N+]([O-])C1=CC=C2C(=NC3(CCCCC3)N2O)C1=NCCc1ccccc1	-8	-2	-1	-3	8	0	1.4	-12	-4	-6
Cc1nn(CC(=O)NCc2ccc(C(=O)O)cc2)c(C)c1[N+](=O)[O-]	-24	-4	nt	1	24	-1	-1.6	-7	-1	-8
O=C(O)CSc1nnc(CNc2cccc(C(F)(F)F)c2)n1Cc1ccco1	-23	-4	6	-3	23	-2	-0.7	-18	-3	-12
COC(=O)c1ccc(C(=O)OC)c(NC(=S)N2CCCC2)c1	8	-2	2	-1	-8	-2	0.6	-12	3	-12
O=C(O)C1OCC2(CO1)COC(C(=O)O)OC2 (stereo unspecified)	39	3	-11	-3	-39	0	-2.3	-7	-3	-16
c1ccc(Nc2nc(Nc3ccccc3)nc(N3CCNCC3)n2)cc1	-17	-3	-7	-7	17	0	-0.2	nt	0	9
CCC1C(=O)N=C(SCC(=O)Nc2ccc(C(=O)OC)cc2)NC1=O (stereo unspecified)	13	-3	-12	-5	-13	-5	3.2	nt	2	-6
CC(C)C[C@@H](CSc1ccc(Br)cc1)N1CCN(CC(C)C)CCC1=O	5	9	5	-12	-5	18	-1.0	69	2	-5
Cc1ccc(S(=O)(=O)Cc2c(C)noc2C)cc1	-15	2	-8	1	15	-3	2.4	2	-2	-7
COc1ccc(/C=C2\SC(=S)N(CCCC(=O)Nc3ccc(C(=O)O)cc3)C2=O)cc1OC	-9	2	32	-7	9	-2	-2.8	2	7	15
Cc1ccnc(NS(=O)(=O)c2ccc(NS(=O)(=O)c3ccc(Br)cc3)cc2)n1	-27	0	-13	-10	27	-3	-3.0	7	1	-8
C/C(=N\NC(=O)c1cccc2ccccc12)c1cccnc1	-24	-1	1	-7	24	-1	-0.2	-10	0	-10
O=C(CN1CCN(Cc2ccc3c(c2)OCO3)CC1)Nc1ccc(F)cc1	-8	-1	-18	-3	8	-3	-2.6	-1	-5	-19
CCSc1ncc(Cl)c(C(=O)N(Cc2ccc(N(C)C)cc2)C2CCS(=O)(=O)C2)n1 (stereo unspecified)	-4	-8	-15	-3	4	nt	-9.0	-6	-1	4
O=C(c1ccccc1)c1ccc(CN2C(=O)c3ccccc3C2=O)o1	-1	0	12	-8	1	2	2.5	-3	6	-10

# New compounds follow.
Molecule	SR-BI HDL uptake	HTR5A ag ctr	Rtt109 Vps75	dFosB act	SR-BI DiI-HDL act	Wnt bcat act	CDK5 inh	MITF act	cardiac RTF act	PvdQ inh
CC(C)(C)OC(=O)N1CCOCCOCCN(C(=O)OC(C)(C)C)CCOCC1	-8	6	2	1	8	0	0.0	nt	-3	2
O=C(CCNC(=O)c1ccc(Br)cc1)Nc1ccc(S(=O)(=O)Nc2ncccn2)cc1	-9	-8	-2	-2	9	1	-1.2	7	-3	-6
O=C(O)c1ccc(Nc2cnc3ccccc3n2)cc1	-20	2	8	3	20	nt	1.9	18	-5	2
C#CC(C)(C)NC(=S)NC1CC2C=CC1C2 (stereo unspecified)	5	-5	5	-8	-5	1	1.7	-5	9	-9
CCOc1ccc(C2CC(=O)NC2=O)cc1 (stereo unspecified)	-34	-5	nt	4	34	2	0.1	7	-2	-3
CC1=CC(=O)C(C(C)C)=C/C1=C(\c1cc(C(C)C)c(OP(=O)(O)O)cc1C)c1ccccc1C(=O)O	0	-2	-2	-3	0	6	-0.8	5	-4	5
COc1ccnc2c1c(=O)n(Cc1ccccc1Cl)c(=O)n2C	-8	-2	6	-6	8	-1	-0.8	2	-6	-7
CC(=O)c1c(C)[nH]c(C(=O)CSc2nnc(-c3cccs3)n2Cc2ccccc2)c1C	47	5	15	2	-47	nt	-2.4	-16	-1	-5
Oc1ccc(Br)cc1-c1nc2cnccn2c1NC1CCCC1	30	8	-46	-4	nt	-1	3.4	2	-2	-4
COc1ccc(C)cc1-n1nnnc1SCC(=O)NC1CCS(=O)(=O)C1 (stereo unspecified)	-20	2	-6	2	20	0	0.0	2	-1	-3
